CHT inh = inhibits the human high affinity choline transporter; B-score at 10 µM; hit rate 0.86% among 310,000; CHT-expressing cells, membrane potential dye, choline response; hits give low values; Q9GZV3;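 active = B-score over 3 SD under the library average, and starting fluorescence ratio not unusually high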;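 note: choline stimulus applied at its EC90 after an EC20 pre-addition; B-score computed on integrated fluorescence ratio after choline addition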
Target sequence (Q9GZV3 whole entry, looked up): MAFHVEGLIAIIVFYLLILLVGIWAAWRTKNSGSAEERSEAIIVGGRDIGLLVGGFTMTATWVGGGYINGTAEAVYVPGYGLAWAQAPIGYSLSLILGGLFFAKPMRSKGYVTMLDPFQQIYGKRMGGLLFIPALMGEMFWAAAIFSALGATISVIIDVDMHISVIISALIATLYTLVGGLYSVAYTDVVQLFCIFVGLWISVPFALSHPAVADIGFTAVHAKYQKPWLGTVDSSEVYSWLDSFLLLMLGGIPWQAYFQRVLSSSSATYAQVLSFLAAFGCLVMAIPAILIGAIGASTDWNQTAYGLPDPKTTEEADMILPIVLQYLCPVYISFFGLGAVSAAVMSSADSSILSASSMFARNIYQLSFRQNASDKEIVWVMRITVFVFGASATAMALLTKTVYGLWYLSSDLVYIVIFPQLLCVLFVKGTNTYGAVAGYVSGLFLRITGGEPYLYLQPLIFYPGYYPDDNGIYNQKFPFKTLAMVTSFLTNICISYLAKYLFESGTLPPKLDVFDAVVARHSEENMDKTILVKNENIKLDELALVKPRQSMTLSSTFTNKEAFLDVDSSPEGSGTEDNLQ
CHT allo act = allosteric activators of human choline transporter CHT | Q9GZV3 | CHT-expressing cells, membrane potential dye, choline EC20; hits give high values; LV-AA mutant CHT in HEK293 cells | B-score at 10 µM | hit rate 0.49% among 310,000;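 active = initial fluorescence not abnormally high and integrated response B-score, plate-corrected, over 3 SD above library mean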
The depositor's hits bear a star; i = inactive. Some of the compounds tested, so the mix of outcomes need not match the whole.

Molecule	CHT inh	CHT allo act
Cc1nc2cc([N+](=O)[O-])ccc2c(=O)n1-c1cccc(Br)c1	i	i
C=CCN1C(=O)NC(=O)/C(=C/c2cc3c4c(c2)CCCN4CCC3)C1=O	i	i
CC12CC[C@H]3[C@@H](CCC4(O)C[C@H](O)CCC34/C=N/NC(=O)Cc3ccccc3)C1(O)CCC2C1=CC(=O)OC1 (stereo partly drawn)	i	i
CNC(C(=O)c1ccccc1)C(OC(C)C)c1ccc(Cl)cc1 (stereo not drawn)	i	i
CCCCCn1c(=O)c(C(=O)Nc2cnccn2)c(O)c2ccccc21	i	i
O=C(NC(=C(Cl)Cl)P(=O)(c1ccccc1)c1ccccc1)c1ccccc1	i	i
COc1ccc2c(c1)c(C(=O)O)c(C)n2CC(C)C	i	i
O=C(C(Cc1ccccc1)NS(=O)(=O)c1cccc2nsnc12)N1CCC2(CC1)OCCO2 (stereo not drawn)	i	i
Cc1nc2ccccc2c(=O)n1-c1ccccn1	i	i
NC(Cc1ccccc1)c1nc(-c2ccccc2)no1 (stereo not drawn)	i	i
Cc1nn(Cc2ccccc2)c(Cl)c1C(=O)Nc1ccc(OC(F)(F)F)cc1	i	i
O=c1c2ccccc2nc(-c2ccccc2F)n1-c1ccccc1	i	i
O=C(CCc1nc(-c2ccccc2F)no1)N1CCC2(CC1)OCCO2	i	i
CC(C)NC(C)C(=O)c1ccc2ccccc2c1 (stereo not drawn)	i	i
Cc1c(CC(=O)N2C[C@H]3C[C@@H](C2)c2cccc(=O)n2C3)c(=O)oc2cc(O)c(Cl)cc12	i	i
CCOc1cc(C2NCc3ccccc3-n3cccc32)ccc1OC (stereo not drawn)	i	i
OC(Cc1ccccc1)(c1ccccc1)C1CN2CCC1CC2 (stereo not drawn)	i	i
Cc1ccc(-n2c(CNCc3ccc(F)cc3)nc3ccccc3c2=O)cc1	i	i
CC(C)=CCc1c(O)cc2c(c1O)C(=O)CC(c1ccc(O)cc1)O2 (stereo not drawn)	i	i
O=C(Nc1cccc(Cl)c1)OC1CN2CCC1CC2 (stereo not drawn)	i	i
COc1ccc(-n2c(O)c(C=Nc3c(C)n(C)n(-c4ccccc4)c3=O)c(=O)[nH]c2=O)cc1	i	i
CC(N)C(=O)OC(C)(C)Cc1ccc(Cl)cc1 (stereo not drawn)	i	i
COc1ccc(-n2c(O)c(C=NCCCn3ccnc3)c(=O)[nH]c2=O)cc1	i	i
CCOC(=O)C(NC(=O)C(Cc1ccc(N(CCCl)CCCl)cc1)NC(C)=O)C(C)C (stereo not drawn)	i	i
O=C1CC(=O)N(c2ccccc2F)C(=O)N1	i	i
Cc1ncc([N+](=O)[O-])n1CCOC(N)=O	i	i
C[C@H]1CC[C@@]2(C)[C@@H](CC[C@@H]3[C@@H]2CC[C@]2(C)[C@@H](O)CC[C@@H]32)C1	i	i
CC(=O)N1CCC2(CC1)CC(=O)c1cc(OCC(=O)N3CCN(C)CC3)ccc1O2	i	i
O=c1cccc2n1CC1CC2CN(Cc2ccc3c(c2)OCO3)C1 (stereo not drawn)	i	i
CN1CCN(CC(=O)Nc2ccc(Cl)cc2C(=O)c2ccccc2)CC1	i	i
COc1ccc(CC(=O)N2CCN(C)CC2)cc1	i	i
N=C1c2ccccc2CN1c1ccc(F)c([N+](=O)[O-])c1	i	i
O=C(c1ccc(Cl)cc1)C12CN3CN(CN(C3)C1)C2	i	i
CCCCn1c(O)c(C(C)=NCc2ccco2)c(=O)[nH]c1=O	i	i
O=C(COc1ccc(Cl)cc1)N1CCN(C/C=C/c2ccccc2)CC1	i	i
Cc1cc(N2CCCCC2)ccc1C=C1C(=O)N(C)C(=S)N(C)C1=O	i	i
O=C(CSC1c2ccccc2-c2ccccc21)N/N=C/c1ccc(C(=O)O)cc1	i	i
COc1cccc(NC(=O)N2CCC3(CC2)OCCO3)c1	i	i
O=C(O)CC1OCC=C2CN3CCC45c6ccccc6NC4C1C2CC35 (stereo not drawn)	i	i
Cc1cccc(CS(=O)(=O)Cc2ccc(C(=O)N3CCC4(CC3)OCCO4)o2)c1	i	i
CCOc1ccc(-n2c(O)c(C=NCCN(CC)CC)c(=O)[nH]c2=O)cc1	-6.3*	i
COc1ccc(-n2c(=O)[nH]c3ccccc3c2=O)cc1	i	i
COc1ccc(Cn2c(O)c(C=NCCCn3ccnc3)c(=O)[nH]c2=O)cc1	i	i
CCC(=Nc1ccccc1N)c1c(O)[nH]c(=O)[nH]c1=O	i	i
Cc1c(C=O)c2ccccc2n1Cc1ccc([N+](=O)[O-])cc1	i	i
CC(C)c1cccc(C(C)C)c1OCCn1ccnc1	i	i
C=CCn1c(O)c(/C(C)=N/N2CCN(C)CC2)c(=O)[nH]c1=O	i	i
O=P1(Oc2ccccc2)OCCCS1 (stereo not drawn)	i	i

Molecules from the list above that have a COOH group, in the order listed:
Molecule	CHT inh	CHT allo act
COc1ccc2c(c1)c(C(=O)O)c(C)n2CC(C)C	i	i
O=C(CSC1c2ccccc2-c2ccccc21)N/N=C/c1ccc(C(=O)O)cc1	i	i
O=C(O)CC1OCC=C2CN3CCC45c6ccccc6NC4C1C2CC35 (stereo not drawn)	i	i

Later entries
Molecule	CHT inh	CHT allo act
COc1ccc(OC)c(N=Cc2c(O)n(Cc3ccccc3)c(=S)[nH]c2=O)c1	i	i
O=C(NCc1cccnc1)NC1CCCCC1	i	i
CCP(=S)(CC)c1ccc(N(C)C)cc1	i	i
COc1ccc(CN2CCN(C(=O)Cc3ccccc3)CC2)cc1Br	i	i
CC(=O)OC1N=C(c2ccccc2Cl)c2cc(Br)ccc2NC1=O (stereo not drawn)	i	i
COc1ccccc1CNC(=O)CCC(=O)N1C[C@H]2C[C@@H](C1)c1cccc(=O)n1C2	i	i
CN1CCN(S(=O)(=O)c2ccc(Cl)nc2)CC1	i	i
CCOC(=O)c1c(C)[nH]c(C(=O)C(Cc2ccccc2)N(C)C)c1C (stereo not drawn)	i	i

7 consecutive compounds from above, for reference:
Molecule	CHT inh	CHT allo act
COc1ccc(OC)c(N=Cc2c(O)n(Cc3ccccc3)c(=S)[nH]c2=O)c1	i	i
O=C(NCc1cccnc1)NC1CCCCC1	i	i
CCP(=S)(CC)c1ccc(N(C)C)cc1	i	i
COc1ccc(CN2CCN(C(=O)Cc3ccccc3)CC2)cc1Br	i	i
CC(=O)OC1N=C(c2ccccc2Cl)c2cc(Br)ccc2NC1=O (stereo not drawn)	i	i
COc1ccccc1CNC(=O)CCC(=O)N1C[C@H]2C[C@@H](C1)c1cccc(=O)n1C2	i	i
CN1CCN(S(=O)(=O)c2ccc(Cl)nc2)CC1	i	i

Carrying on:
Molecule	CHT inh	CHT allo act
CCCCn1c(=O)c(C(=O)Nc2ccccc2Cl)c(O)c2ccccc21	i	i
O=C(c1ccc2c(c1)OCO2)C1CCCN(Cc2ccc(F)c(F)c2)C1 (stereo not drawn)	i	i
O=c1c2ccccc2nc(/C=C\c2ccccc2[N+](=O)[O-])n1-c1ccccc1O	i	i
CC1N(O)C2CCCCCC2N1O (stereo not drawn)	i	i
COc1ccc(C2=NCc3nnc(C)n3-c3ccc(Cl)cc32)cc1Cl	i	i
Cn1cc(/C=C2\C(=O)NC(=O)N(c3ccccc3)C2=O)c2ccccc21	i	i
CC(=NCCCn1ccnc1)c1c(O)n(C2CCCCC2)c(=O)[nH]c1=O	i	i
CCN(CCNc1ccc([N+](=O)[O-])c2cccnc12)S(=O)(=O)c1ccc(Cl)cc1	i	i
Cc1cccc(N2C(=O)/C(=C/N3CCN(C(=O)c4ccco4)CC3)C(=O)NC2=S)c1	i	i
O=C(Nc1ccc(C(F)(F)F)cc1)OC1CN2CCC1CC2 (stereo not drawn)	i	i
COC(=O)c1nc(-c2ccc3c(n2)C(=O)C(N)=C(OC)C3=O)c(N)c(-c2ccc(OC)c(OC)c2O)c1C	i	i
O=c1[nH]c(=S)n(-c2ccc(Cl)cc2)c(O)c1C=Nc1ccc(N2CCOCC2)cc1	i	i
OC(CCNCCc1c[nH]c2ccccc12)C(F)(F)Cl (stereo not drawn)	i	i
Cc1ccnc(-n2c(-c3ccccc3)nc3ccccc3c2=O)c1	i	i
O=C(NC1CC1)C1CSC(c2cccnc2)=N1 (stereo not drawn)	i	i
C/C=C(\C)C(=O)N[C@@H](c1ccccc1)[C@@H](O)C(=O)O[C@H]1C[C@@]2(O)[C@@H](OC(=O)c3ccccc3)C3[C@](C)(C(=O)[C@H](OC(C)=O)C(=C1C)C2(C)C)[C@@H](O)C[C@H]1OC[C@@]31OC(C)=O (stereo partly drawn)	i	i
CCc1ccc(-n2c(O)c(/C=N/NC(=O)c3ccncc3)c(=O)[nH]c2=O)cc1	i	i
CSCCC(N=Cc1c(O)n(-c2ccc(Cl)cc2)c(=O)[nH]c1=O)C(=O)OC(C)(C)C (stereo not drawn)	i	i
O=C(NCC(c1cccnc1)N1CCN(c2ccccc2F)CC1)Oc1ccccc1 (stereo not drawn)	i	i
CCc1ccc(-c2nn(Cc3ccccc3)cc2C=O)cc1	i	i
C[C@]12CCC3C(CCC4=C/C(=N/OCC(=O)NC(CCC(N)=O)C(=O)O)CC[C@@]43C)C1CCC2O (stereo partly drawn)	i	i
COc1cc(OC)cc(C(=O)Nc2ccc(Br)cc2C(=O)c2ccccc2)c1	i	i
O=C1C2CCCN2C(c2cccs2)N1c1ccccn1 (stereo not drawn)	i	i
CCc1ccc(OCCCN=C(C)c2c(O)n(C)c(=O)n(C)c2=O)cc1	i	i
NC(=S)N/N=C/c1coc2ccccc2c1=O	i	i
CC(C)(C)C(=O)Nc1ccc(S(=O)(=O)N2CC3CC(C2)c2cccc(=O)n2C3)cc1 (stereo not drawn)	i	i
COc1ccc(C2=NS(=O)(=O)N(C)C(C(=O)N3CCC4(CC3)OCCO4)=C2)cc1OC	i	i
CN1C(=O)C(=Cc2ccc(N(C)C)c([N+](=O)[O-])c2)C(=O)N(C)C1=O	i	i
O=c1c2ccccc2nc(/C=C/c2ccccc2)n1-c1ccc(O)cc1	i	i
COCc1cc(C2SCC(=O)Nc3c2c(=O)[nH]n3C(C)C)ccc1OC (stereo not drawn)	i	i
O=C(C1CC(c2ccccc2O)=NO1)N1CCC2(CC1)OCCO2 (stereo not drawn)	i	i
C[C@]12CC[C@H](O)C[C@@H]1CC[C@@H]1[C@@H]2CC[C@]2(C)[C@@H](C(=O)O)C[C@@H]12	-14*	i
CN1C(=O)C(=Cc2cccnc2)C(=O)N(C)C1=O	i	i
CC(ON1CC1(C(F)(F)F)C(F)(F)F)(C(N)=O)C(N)=O (stereo not drawn)	i	i
CCN(CC)CCNC(=O)c1c(O)c2ccccc2n(Cc2ccccc2)c1=O	i	i
COc1nc2ccccc2c(=O)n1-c1ccc(C)cc1	i	i
Cc1ccccc1-n1c(O)c(C=Nc2ccc3c(c2)OCO3)c(=O)[nH]c1=O	i	i
Cc1cc(C)cc(OCCOc2cccc(C=C3C(=O)NC(=O)NC3=O)c2)c1	i	i
NP(=O)(OCC(F)(F)F)Oc1ccccc1 (stereo not drawn)	i	i
CC(C)c1ccc(N2C(=O)CC(=O)NC2=O)cc1	i	i
O=C(c1ccco1)c1cn(Cc2ccccc2)c2ccccc12	i	7.4*
CCN(CC)c1ccc(N=Cc2c(O)n(Cc3ccco3)c(=O)[nH]c2=O)cc1	i	i
CCN1CCN(C(=O)Cc2c(C)n(C(=O)c3ccc(Cl)cc3)c3ccc(OC)cc23)CC1	i	i
CCN(CC)C(=O)c1ccc(NC(=O)COc2ccc([N+](=O)[O-])cc2Cl)cc1	i	i
CC(C)Sc1nnc(OC(=O)N(C)C)n1-c1ccccc1	i	i
CN1C(=O)C(=Cc2ccc(N3CCOCC3)o2)C(=O)N(C)C1=S	i	i
C=C[C@@]12CN(C)[C@H]3[C@H]1[C@@]1(C(=O)Nc4ccccc41)C1CC2[C@@H]3CO1	i	i
C1=NCCc2c1[nH]c1ccccc21	i	i
CC1=CC(=O)C2=C(C)CC(O)C3C(C)C(=O)OC3C12 (stereo not drawn)	i	i
O=C1NC(=O)N(CCC2=CCCCC2)C(=O)/C1=C\c1cccs1	i	i
COc1ccc(CCNCc2ccc(C)s2)cc1OC	i	i
Cc1cccc(-n2c(O)c(/C=N/NC(=O)c3ccncc3)c(=O)[nH]c2=O)c1	i	i
CN1CCN(C(=O)COc2ccc(N(C)S(=O)(=O)c3ccc(F)cc3)cc2)CC1	i	i
CCOC(=O)C1=C(N)Oc2cc(C)oc(=O)c2C12C(=O)N1c3c(cc(OC)cc32)C(C)=CC1(C)C (stereo not drawn)	i	i
O=C(Cc1ccccc1)N1CCN(C2CCCC2)CC1	i	i
CN1CCN(C(=O)OC2c3nccnc3C(=O)N2c2ccc(Cl)cn2)CC1 (stereo not drawn)	i	9.8*
CCC(=O)OC1(c2ccccc2)CCN(C)CC1C (stereo not drawn)	i	i
COC(=O)C1=C(c2cc3ccccc3s2)C[C@@H]2CC[C@H]1N2C(=O)NCCNC(C)=O	i	i
